# Compound activity (PubChem)
# D1 ag = Allosteric Agonists of the Human D1 Dopamine Receptor: qHTS; D(1A) dopamine receptor (Homo sapiens), P21728; HEK293 T-REx D1 cells, calcium flux, agonist mode; activation, % at 2 µM; hit rate 1% among 360,000; AID 504660, 2011; in the data active means activation above about 30%; further: 0% is about no effect
# Target sequence (P21728 whole entry, looked up): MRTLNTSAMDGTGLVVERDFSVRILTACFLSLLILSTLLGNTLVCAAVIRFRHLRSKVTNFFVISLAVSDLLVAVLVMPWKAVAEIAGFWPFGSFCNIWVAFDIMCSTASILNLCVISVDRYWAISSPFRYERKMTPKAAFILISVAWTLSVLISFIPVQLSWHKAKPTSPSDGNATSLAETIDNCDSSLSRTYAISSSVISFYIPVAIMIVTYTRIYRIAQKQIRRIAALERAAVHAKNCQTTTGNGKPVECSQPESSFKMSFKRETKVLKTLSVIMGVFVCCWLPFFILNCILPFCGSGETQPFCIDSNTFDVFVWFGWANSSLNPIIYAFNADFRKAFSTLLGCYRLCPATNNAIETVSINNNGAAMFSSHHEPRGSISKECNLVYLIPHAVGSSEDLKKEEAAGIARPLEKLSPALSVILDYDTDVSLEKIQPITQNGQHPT
#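 Agonism was scored from calcium flux recorded over 180 s (1 read/s) after pintool compound addition, following a 10-cycle baseline. Cells were inducible force-coupled HEK293 TREx D1, plated overnight at 30 C and loaded with no-wash calcium dye.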
# Vif-APOBEC3F blk = qHTS for Inhibitors of Vif-A3F Interactions: qHTS. Potency, µM (highest dose often 46.1 µM), for the others: at the highest dose activity, negative = active. hit rate 0.2% among 390,000. AID 602313, 2012. HeLa A3F-eYFP + Vif (tagged APOBEC3F with the HIV-1 protein that degrades it), YFP fluorescence increase; further: potency means the concentration at half of the fitted maximal effect; % of control where 0% means no effect; nearly all actives have a fitted effect of over 65% in size
#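 HeLa cells stably expressing A3F-eYFP plus Vif, plated and incubated overnight at 37 deg C, then exposed to compounds overnight at 37 deg C. Blocked degradation read as raised yellow fluorescence (Ex 488/Em 500-530).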
# Vif-A3G inh = qHTS for Inhibitors of Vif-A3G Interactions: qHTS; DNA dC->dU-editing enzyme APOBEC-3G (Homo sapiens), Q9HC16; HeLa A3G-eYFP + Vif (tagged APOBEC3G with the HIV-1 protein that degrades it), YFP fluorescence, overnight; Potency, µM (doses to about 46.1 µM), for inactives: top-dose activity, negative = active, usual class: inhibitors; hit rate 0.076% among 410,000;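 further: potency means the concentration at half of the fitted maximal effect; on the % scale 0 is the no-effect control and ±100 the full control effect; nearly all actives have a fitted effect of over 60% in size; hits raise eYFP signal because A3G escapes Vif-driven loss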
# Target sequence (Q9HC16 whole entry, looked up): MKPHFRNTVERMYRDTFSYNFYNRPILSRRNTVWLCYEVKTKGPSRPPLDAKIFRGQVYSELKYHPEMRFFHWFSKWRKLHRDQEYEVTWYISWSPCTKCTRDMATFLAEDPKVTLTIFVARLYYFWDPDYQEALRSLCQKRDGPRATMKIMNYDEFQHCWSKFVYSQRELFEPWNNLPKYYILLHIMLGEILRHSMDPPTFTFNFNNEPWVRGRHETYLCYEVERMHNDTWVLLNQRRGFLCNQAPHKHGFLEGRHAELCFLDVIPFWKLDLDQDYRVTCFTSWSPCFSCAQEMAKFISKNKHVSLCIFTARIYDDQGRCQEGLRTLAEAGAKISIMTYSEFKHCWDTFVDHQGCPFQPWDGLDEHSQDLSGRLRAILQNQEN
#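 Read-out is eYFP fluorescence (Ex 488/Em 500-530) from Vif-expressing HeLa A3G-eYFP cells; more signal means A3G escaped Vif-mediated degradation. Cells plated overnight, compound pinned in, incubated overnight at 37 deg C.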
# D1 antag = Antagonist of Human D 1 Dopamine Receptor: qHTS. hit rate 3.2% among 360,000. D(1A) dopamine receptor (Homo sapiens), P21728. AID 504652, 2011. activity change, negative = inhibition, % at 10 µM. HEK293 TREx D1 cells, calcium flux, dopamine EC80; active compounds read low; in the data active means activity change below about -30%; further: on the % scale 0 is the no-effect control and ±100 the full control effect
#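 Inducible Hek293 Trex D1 cells (tetracycline, overnight, 30 C). Calcium dye 30–90 min RT. Antagonist mode: EC80 dopamine added after 180 s compound read.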
# GRP78 ERSR act = qHTS for Inducers of the Endoplasmic Reticulum Stress Response (ERSR) in Human Glioma: qHTS; AID 602332, 2012; U87-MG GRP78 promoter luciferase reporter, 16 h; Potency, µM, for the others: at the highest dose activation, hits mostly activators; hit rate 0.02% among 420,000; further: potency means the concentration at half of the fitted maximal effect; series mostly up to about 76 µM; % of control where 0% means no effect; nearly all actives have a fitted effect of over 35% in size
#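 Stably transfected U87-MG human glioma cells carrying a GRP78-based luminescent sensor were seeded at 1000 cells/well, pin-dosed with compounds and incubated 16 h. Luciferase reagent was then added, and end-point luminescence was read after 10 min at room temperature.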
# RXFP1 ag = qHTS Assay for Agonists of the Relaxin Receptor RXFP1; Relaxin receptor 1 (Homo sapiens), Q9HBX9; HEK293T-RXFP1 cAMP TR-FRET, 30 min; response scale: percent of porcine relaxin response, buffer zero; Potency, µM (titrated, usually from 57.5 µM), without a hit: top-dose activation, usual class: activators; hit rate 0.3% among 370,000; AID 2676, 2010; further: potency means the concentration at half of the fitted maximal effect; on the % scale 0 is the no-effect control and ±100 the full control effect; nearly all actives have a fitted effect of over 60% in size; many of its hits are not listed in these tables
#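 Agonist response is measured as cAMP accumulation in an RXFP1-transfected HEK293T line under PDE4 inhibition. Values are scaled between buffer-only and 29 nM porcine relaxin, and EC50s come from standard Hill equation fits.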
# LDHA inh = qHTS assay for inhibitors of human lactate dehydrogenase; L-lactate dehydrogenase A chain (Homo sapiens), P00338; purified LDHA, NADH/diaphorase-resazurin fluorescence; active compounds read low; activity change, % (values are at about 110 or 230 µM); hit rate 0.15% among 480,000; AID 1347041, 2019; in the data active means activity change below about -30%; inconclusive means mostly about -25% to -30%;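 further: plate controls were DMSO wells for no effect and wells without enzyme for full effect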
#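 LDH5 2 nM; NADH 0.06 mM, pyruvate 0.2 mM; 200 mM Tris pH 7.4, EDTA, Tween-20; 5 min RT. Detection: diaphorase 0.133 mg/mL + resazurin 37 µM, fluorescence ex540/em590 at 0 and 20 min; normalized to enzyme-free and DMSO wells.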
# D2 potentiator = HTS Assay for Positive Allosteric Modulators of the Human D2 Dopamine Receptor: Primary Screen for Potentiators. HEK293 T-REx D2, calcium flux, EC20 dopamine potentiation. potentiation, % at 10 µM. AID 485347, 2010. hit rate 0.34% among 340,000. D(2) dopamine receptor (Homo sapiens), P14416;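 active means potentiation over 3 SD above the plate norm, cut at about 30% in these data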; further: 0% is about no effect
#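 Cells plated with tetracycline inducer and held overnight at 30 C; calcium dye loaded 30–90 min at room temperature; baseline taken, compound added and read 180 s; EC20 dopamine then added and read 180 s.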
# D1 potentiator = Potentiators of Human D1 Dopamine Receptor: qHTS; HEK293 TREx D1 cells, calcium flux, dopamine EC20 potentiation; potentiation, % at 10 µM; hit rate 0.036% among 360,000; in the data active means potentiation above about 30%; further: 0% is about no effect
# * marks the source's active call; other numbers are inactive results; ? = inconclusive; . = no result given; & = joins results of further samples. Unless noted, the call rests on the fitted dose curve; in most records, active means well fitted curve in the direction sought with a large enough effect; inconclusive means small, poorly fitted or top-dose-only effect, or another doubt; inactive means no such curve, though single readings can be large; an effect the other way counts as inactive or inconclusive. An excerpt (hit frequency here may not be typical).
SMILES,D1 ag,Vif-APOBEC3F blk,Vif-A3G inh,D1 antag,GRP78 ERSR act,RXFP1 ag,LDHA inh,D2 potentiator,D1 potentiator
CCOC(=O)C(=O)Cc1nc(OCc2ccccc2)cc(OCc2ccccc2)n1,.,5%,-2%,.,2%,.,-5,.,.
CCOC(=O)[C@H]1[C@H]2COc3ccc(Br)cc3[C@@H]2N2C(=O)CN(Cc3ccc(Cl)cc3)C(=O)[C@@]12C,.,-10%,-4%,.,-6%,.,-1,.,.
Cc1cc2c(s1)c1cnn(Cc3ccccc3)c(=O)c1n2C,0,.,.,0,.,.,-8,.,8
COc1ccc(-n2ccnc2SCC(=O)Nc2ccccc2)cc1,3,-9%,-1%,-4,-8%,-3.3%,-2,5,-3
COc1ccc(C2=Nn3c([n+](C)c4ccccc43)SC2)cc1,5,-2%,-3%,11,2%,9.0%,-1,-4,2
COc1ccc(C(=O)C2CCCN(Cc3ccc4nonc4c3)C2)c(OC)c1 (stereo not given),3,14%,-1%,-21,-2%,-0.6%,0,-12,1
CCN(CC)C(=O)C1=C(C)N(Cc2ccc(OC)cc2)C(=O)C(CC(=O)NCc2cccc3ccccc23)C1 (stereo not given),.,-8%,-6%,.,-2%,.,0,.,.
CCCCn1nnnc1SCC(=O)c1cc(Cl)ccc1OC,5,2%,-1%,4,-3%,-2.3%,-8,16,-7
Nc1nn2c(-c3ccccc3)cc(=O)[nH]c2c1N=Nc1ccc(O)cc1,3,4%,2%,-1,2%,-3.3%,-4,-1,-10
CCn1c(-c2ccc(-c3ccccc3)cc2)c[nH]c1=S,5,-3%,1%,-1,2%,4.7%,-11,2,-2
Cc1cccc(NC(=O)CCNS(=O)(=O)c2ccc3[nH]c(=O)oc3c2)c1,3,-1%,2%,-1,-9%,4.7%,-4,-4,-2
COc1ccccc1CC(=O)Nc1ccc(S(=O)(=O)N2CCN(C)CC2)cc1,2,-2%,-4%,-12,-6%,0.7%,1,-5,-7
CCCOc1ccc(C(=O)Nc2cc(-c3nc4ccccc4[nH]3)ccc2C)cc1,1,3%,4%,-17,7%,0.0%,-1,2,0
COc1ccc(C2=NC(C(F)(F)F)(C(F)(F)F)c3c(n(C)c(=O)n(C)c3=O)N2)cc1,2,3%,1%,-6,-2%,1.7%,1,-4,-1
CC(C)c1ccc(NC(=O)Cn2nnc(C(=O)NCCc3ccccc3)c2N)cc1,1,-2%,-5%,-9,-5%,0.7%,-11,-2,-2
Clc1cccc(Cl)c1Cn1c(-c2cccnc2Cl)nc2ccccc21,3,0%,-4%,-1,-6%,0.7%,5,1,6
COc1ccc2c(c1OC)C(=O)N(c1ccc(O)cc1)C2,2,-15%,1%,-2,0%,4.2%,-1,-11,-6
Cc1cccc(NC(=O)N2C3CCCC2CC(NC(=O)C(C)(C)C)C3)c1 (stereo not given),10,0%,-1%,3,-4%,1.3%,1,9,1
Brc1ccc(-c2nnc3sc(CN4CCc5ccccc5C4)cn23)cc1,.,1%,1%,.,-6%,.,-4,.,.
O=C(O)/C=C/C(=O)NNC(=O)c1ccc(Br)cc1,0,3%,-3%,19,1%,0.8%,-1,-25,-6
O=C(COc1ccc2ccccc2c1)Nc1cccc2c1C(=O)NC2=O,2,.,.,11,.,?,.,16,0
Nc1nonc1NC(=O)NN=C1CCCCC1,2,-1%,2%,-3,4%,0.4%,-2,7,-1
COC(=O)c1c(NC(=O)c2nc(SCc3ccc(C)cc3)ncc2Cl)sc2c1CCCC2,1,-1%,2%,-1,-2%,-0.1%,-7,-3,1
CC(=O)Nc1ccc(Cl)cc1C1COC(=O)C1=N (stereo not given),1,1%,-1%,18,-2%,4.3%,-17,-2,-4
O=C(CSc1ccc(Cl)cc1)Nc1cc(-c2nc3ncccc3o2)ccc1Cl,1,.,.,5,.,-0.1%,.,0,-14
Cc1cccc(NC(=O)NC2CCCCCCC2)c1,12,-1%,-10%,-34*,3%,-1.0%,-2,0,-6
O=S(=O)(c1cccs1)N1CCN(CC(O)COC2CCCc3ccccc32)CC1 (stereo not given),5,-2%,1%,-25,-5%,0.2%,-7,3,-5
COc1ccc(CN2CCN(C(=O)C3CCC(CNS(=O)(=O)c4ccccc4)CC3)CC2)c(OC)c1OC (stereo not given),8,0%,1%,-2,-2%,-0.3%,-4,-6,6
CCOc1ccc(-c2[nH]ncc2-c2ccc(OC)c(OC)c2)c(O)c1,0,-2%,-11%,-12,-2%,0.2%,5,9,1
O=C(NCCOc1ccccc1)c1cccc2c1C(=O)c1ccc(Cl)cc1S2(=O)=O,1,-1%,0%,22,3%,-1.4%,-5,.,0
CCOCCCNC(=O)NC(CCC(C)C)c1c(-n2cccc2)sc2c1CCN(C)C2 (stereo not given),17,-18%,8%,-1,-2%,0.2%,1,5,0
O=C(CN1CCOCC1)Nc1ccc2c(c1)OCCO2,1,1%,4%,-4,0%,1.0%,-15,0,-1
N#Cc1cc2ccncc2c2ccccc12,.,-1%,0%,.,-2%,.,10,.,.
CCN(CC)c1ccc(NC(=O)C2CC3CCC2C3)cc1 (stereo not given),4,.,-4%,1,-7%,0.3%,9,6,-6
COc1cccc(CN(C)C(=O)c2cccc(S(=O)(=O)N3CCN(c4ccc(F)cc4)CC3)c2)c1OC,9,1%,-2%,-13,0%,0.1%,-11,0,-1
O=C(O)C/C(=C\c1cccc(NC(=O)c2ccccc2Cl)c1)c1nc2ccccc2s1,1,1%,-8%,-16,9%,0.2%,1,16,2
COc1ccc(OC(=O)c2cc(-c3ccc4c(c3)OCCO4)on2)cc1,7,5%,-1%,-1,0%,2.4%,3,21,2
COc1ccccc1NS(=O)(=O)c1ccc(C(=O)N2CC(C)OC(C)C2)cc1 (stereo not given),6,2%,0%,8,-3%,-2.3%,-5,3,1
CSc1nc2ccc(S(=O)(=O)Nc3c(C)n(C)n(-c4ccccc4)c3=O)cc2s1,0,-13%,-2%,-91*,-2%,1.7%,0,3,-7
CCCn1c2ccccc2c2cnn(CC(=O)NCCCN3CCCCC3)c(=O)c21,-1&0,1%&1%,-4%&0%,-2&2,-2%&-3%,-0.8%&4.1%,-1&3,-1,0&6
COc1cc(OC)nc(NC(=O)COC(=O)c2cccc(Cl)c2)n1,2,-5%,1%,20,-2%,-0.7%,-5,-3,1
COc1ccc(CNC(=O)COC(=O)C2CCN(S(=O)(=O)c3ccccc3C(F)(F)F)CC2)cc1,14,3%,-1%,6,-3%,-1.0%,-1,0,-3
CNC(=O)c1ccccc1NC(=O)C1CC(=O)N(c2ccc(OC)cc2)C1 (stereo not given),0,16%,1%,-1,-2%,0.9%,-1,2,5
COc1cc2c(cc1OC)C(C(=O)Nc1ccccn1)C(c1cccnc1)N(C)C2=O (stereo not given),2,-3%,0%,-3,-4%,-3.0%,-2,-6,-2
CCOC(=O)C1=CN(Cc2cccc(F)c2)S(=O)(=O)NC1c1ccccc1 (stereo not given),.,6%,-2%,.,-4%,.,1,.,.
Cc1ccc(N(CC(=O)NCCc2ccccc2)S(=O)(=O)c2c(C)noc2C)cc1,13,6%,4%,-8,-2%,0.4%,-5,9,-1
CCN(CC)S(=O)(=O)c1ccc(-c2cn3ccccc3n2)cc1,.,-9%,1%,.,1%,.,-4,.,.
CCOC(=O)N1CCN(C(=O)/C(=C/c2ccc(F)cc2)NC(=O)c2ccccc2)CC1,2,8%,1%,-10,-3%,-0.7%,-4,10,6
O=C(/C=C/c1ccccc1)NCCc1ccc2c(c1)OCCO2,1,4%,0%,-3,0%,1.0%,-8,11,3
Cc1ccc(S(=O)(=O)Cn2nnnc2C(c2ccc(F)cc2)N2CCCCC2)cc1 (stereo not given),2,1%,-2%,-1,-4%,3.7%,-2,-2,-1
O=C(CCN1CCN(c2ccccc2)CC1)Nc1ccccc1F,-1,-1%,-1%,-8,5%,1.6%,-4,-16,-9
COC(=O)C[C@H]1c2cc(C(F)(F)F)ccc2S(=O)(=O)N1Cc1ccccc1OC,.,0%,1%&-1%,.,-5%&-3%,.,1,.,.
CC(=O)c1c(C)[nH]c(C(=O)NNC(=O)COc2cc(C)cc(C)c2)c1C,4,5%,0%,-11,1%,-0.3%,-3,.,-7
CCCOc1cccc(C(=O)NC(=S)Nc2cccc(NC(=O)c3ccccc3Cl)c2)c1,7,0%,0%,-18,-2%,-0.2%,-3,-6,1
C=CCNC(=O)COC(=O)COc1ccc(Cl)cc1,3,4%,-1%,-26,-1%,-0.9%,-1,5,-6
CC(=O)c1ccc(NC(=O)CCn2c(=O)oc3ccccc32)cc1,1,4%,4%,3,1%,0.7%,-7,-1,1
COc1ccc(-c2nc3ccccc3c(=O)n2O)cc1,3,1%,0%,-3,6%,8.2%,4,7,-6
O=C1C2C3C=CC(C3)C2C(=O)N1CCC(=O)N1CCc2ccccc21 (stereo not given),0,0%,0%,-6,-4%,1.0%,0,1,-2
N/C(Cc1ccc(Cl)cc1Cl)=N\OC(=O)Cc1cccs1,3,-4%,-1%,-2,3%,-1.3%,-6,7,4

# Some of the entries so far, with bars between the fields.
smiles | D1 ag | Vif-APOBEC3F blk | Vif-A3G inh | D1 antag | GRP78 ERSR act | RXFP1 ag | LDHA inh | D2 potentiator | D1 potentiator
O=C(/C=C/c1ccccc1)NCCc1ccc2c(c1)OCCO2 | 1 | 4% | 0% | -3 | 0% | 1.0% | -8 | 11 | 3
Cc1ccc(S(=O)(=O)Cn2nnnc2C(c2ccc(F)cc2)N2CCCCC2)cc1 (stereo not given) | 2 | 1% | -2% | -1 | -4% | 3.7% | -2 | -2 | -1
